Source: PubChem
Salmonella PhoP GFP – inhibitors of PhoP regulon expression, primary screen, Salmonella Typhimurium, GFP reporter (AID 1863) | one-dose inhibition, % at 50 µM; IC50 in µM for titrated hits | S. Typhimurium PhoP-regulated promoter GFP reporter, 4 h; higher % means a stronger effect | hit rate 0.16% among 300,000;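 active = inhibition over 29.93%, a cutoff 3 SD above the screen mean, later confirmed by dose response; inconclusive = inhibition over 29.93% but no dose response follow-up; inactive = inhibition at most 29.93% or unconfirmed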;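 also: 0% = low Mg2+ inducing control and 100% = high Mg2+ repressing control; strong numbers were not always called active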
West Nile virus CPE – West Nile virus antiviral activity, cell-based, CPE readout (AID 1621). West Nile virus-infected cells, CPE inhibition; higher % means a stronger effect. one-dose CPE inhibition, % at 10 µM; IC50 in µM for titrated hits. hit rate 0.02% among 290,000; in the data active = a potency from the dose series; inconclusive = CPE inhibition mostly from about 3.7% at the one dose, without a potency; inactive = the rest, 99 in 100 with CPE inhibition below about 2.2%; also: strong numbers were not always called active
P. falciparum M1AAP – P. falciparum M1AAP inhibitors, biochemical, fluorogenic H-Leu-NHMec substrate, 1536-well (AID 1445) | Aminopeptidase N (Plasmodium falciparum (isolate 3D7)) | recombinant M1AAP, H-Leu-NHMec fluorogenic kinetic assay; higher % means a stronger effect | inhibition, % at 30 µM; hits with a dose series show IC50 in µM | hit rate 0.42% among 220,000;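 active = primary inhibition above the hit cutoff, then over 50% inhibition at one or more dose response concentrations, cut at about 23% in these data, passing the limit was not always enough; inconclusive = conflicting primary data, or primary hits not chosen for dose response; inactive = low primary inhibition, or under 50% at every dose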;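 also: plate controls were DMSO full reaction for no effect and no enzyme background for full effect; strong numbers were not always called active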
M17LAP inhibition – P. falciparum M17LAP inhibitors, primary screen, biochemical, fluorogenic H-Leu-NHMec substrate, 1536-well (AID 1619); Leucine aminopeptidase (Plasmodium falciparum (isolate 3D7)); recombinant M17LAP, H-Leu-NHMec fluorogenic kinetic assay; higher % means a stronger effect; inhibition, % at 30 µM; hits with a dose series show IC50 in µM; hit rate 0.38% among 220,000;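 active = compound inhibiting the enzyme by more than half at any dose during confirmatory dose-response retesting; inconclusive = strong single-dose inhibitors picked by rank but not retested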;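 also: plate controls were full reaction with DMSO carrier for no effect and no enzyme background for full effect; strong numbers were not always called active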
Yfh1-depleted yeast – enhancers of respiration in Yfh1-depleted yeast, dose response, Friedreich's ataxia, plus single-dose screen (AID 1465). S. cerevisiae Yfh1-off respiration, WST-1 reduction, 72 h; higher fold induction means a stronger effect. fold induction at 50 µM; hits with a dose series show EC50 in µM. hit rate 0.074% among 220,000;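 active = fold induction of absorbance versus untreated yeast above a set limit, then at least 30% activation at any dose in follow-up; inconclusive = repeats straddling the limit, or above it without dose testing; inactive = fold induction below the set limit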;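 also: activators that raise dye reduction in frataxin-depleted yeast; strong numbers were not always called active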
ER stress rescue – rescue of cells from ER stress-induced death, primary screen, 384-well, CSM14.1, thapsigargin, ATP luminescence (AID 1222); 190,000 tested, under 10 active; cellular ATP content (survival), % at 20 µM; hits with a dose series show EC50 in µM; CSM14.1 thapsigargin-induced death rescue, ATP luminescence; higher % means a stronger effect;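 active = EC50 below 50 µM in the dose-response confirmation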;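 also: death triggered by thapsigargin at about 15 µM added after 2 h compound pretreatment; cell ATP read after overnight thapsigargin exposure of roughly 18 to 22 hours; normalized against plate controls of thapsigargin alone and 5% DMSO vehicle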
Siah-1 displacement – Siah-1 peptide-binding antagonists, primary screen, biochemical, fluorescence polarization, rhodamine-plectin, uHTS (AID 1817); displacement, % at 20 µM; hits with a dose series show IC50 in µM; Siah-1 / rhodamine-plectin peptide fluorescence polarization; higher % means a stronger effect; hit rate 0.02% among 290,000;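 active = displacement of at least 50% at 20 µM, with a fluorescence ratio check between 0.3 and a set limit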;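 also: plate controls were Siah plus tracer with DMSO for no effect and tracer alone without Siah for full effect; strong numbers were not always called active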
PMI inhibition – human PMI inhibitors, high substrate, primary screen, biochemical, fluorescence intensity, high mannose 6-phosphate (AID 1220); Mannose-6-phosphate isomerase (Homo sapiens); recombinant PMI enzyme, coupled fluorescence intensity; higher % means a stronger effect; one-dose inhibition, % at 20 µM; IC50 in µM for titrated hits; hit rate 0.66% among 190,000; in the data active = inhibition above about 50%
XIAP antagonists – XIAP antagonists, biochemical, IAP family, fluorescence polarization (AID 1018); one-dose displacement, % at 20 µM; IC50 in µM for titrated hits; XIAP BIR domain, fluorescence polarization peptide displacement; higher % means a stronger effect; hit rate 0.007% among 200,000; in the data active = displacement above about 50%; also: a part of the inactive calls stands beside numbers as strong as those of hits
Active calls of the source: *; i = inactive; ? = inconclusive; / = no result given; & = joins results of further samples.

SMILES	Salmonella PhoP GFP	West Nile virus CPE	P. falciparum M1AAP	M17LAP inhibition	Yfh1-depleted yeast	ER stress rescue	Siah-1 displacement	PMI inhibition	XIAP antagonists
Cc1noc(C)c1COC(=O)c1cc2c(C)nn(-c3ccc(F)cc3)c2s1	/	0.0%	/	/	i	1.6%	0%	4%	0.2%
CCOC(=O)C1=C(c2ccccc2)NC(SCC(=O)Nc2ccccc2C)=C(C#N)C1c1ccco1 (stereo unspecified)	-3%	0.5%	11%	2%	i	/	4%	15%	-4.4%
Cc1cc(Nc2cccc(Cl)c2)nc(N2CCOCC2)n1	-2%	-1.2%	1%	1%	i	-1.1%	-1%	16%	-0.8%
Cc1ccc(/C=N/NC(=O)CN2CCN(Cc3ccccc3Cl)CC2)o1	-9%	0.0%	4%	27%	i	/	-3%	/	/
COc1ccccc1OCCC(=O)NCc1ccc2c(c1)OCO2	-5%	-0.2%	1%	0%	i	0.0%	2%	-2%	-1.8%
COc1ccccc1NC(=O)CN(Cc1ccco1)C(=O)c1ccc(Cl)nc1	-1%	-0.6%	1%	0%	i	-0.6%	-2%	-6%	13%
CC1CC(C)(C)n2c(O)c(N=NC(N)=S)c3cccc1c32 (stereo unspecified)	3%	0.1%	30%	1%	i	/	-3%	/	/
Cc1ccc(CCNC(=O)C2CCN(C(=O)N(C)C)CC2)cc1	-8%	0.3%	11%	13%	i	-1.1%	1%	-3%	-5.0%
CN(C)c1ccc(/C=C/C=C2/SC(=S)N(c3ccccc3)C2=O)cc1	2%	-0.1%	8%	-10%	i	-2.6%	-5%	26%	56%
Cc1cc(C)n(/C(=C/N(C)C)C(=O)c2ccccc2)n1	-4%	-0.1%	8%	0%	i	-0.3%	2%	7%	2.6%
O=C(NNC(=S)NCC1CCCO1)c1cccc(S(=O)(=O)N2CCOCC2)c1 (stereo unspecified)	-5%	0.5%	4%	6%	i	-0.9%	2%	7%	-10%
COC(=O)c1cc(=O)n(CCc2ccc(OC)c(OC)c2)c(=Nc2ccc(F)c(Cl)c2)s1	-2%	1.3%	12%	11%	i	0.9%	3%	8%	-7.4%
CCSc1nnc(-c2ccccc2N)c(=O)[nH]1	-27%	-0.1%	1%	-1%	i	-1.8%	2%	-2%	-2.6%
Cc1ccc(NC(=O)c2ccc(-n3cccn3)c([N+](=O)[O-])c2)cc1C	-7%	-0.2%	2%	10%	i	-0.8%	-5%	-1%	-3.8%
CCOc1ccc(-c2cc(C)n3nc(C(N)=O)cc3n2)cc1	-1%	0.1%	-1%	-9%	i	-0.6%	-1%	-15%	-6.9%
COC(=O)N/N=C/c1ccccc1Cl	-3%	0.2%	-4%	-1%	i	-0.5%	9%	-4%	-3.5%
CCOC(=O)CN(C)S(=O)(=O)c1ccc(-c2cc(C(=O)OC)sc2C(F)(F)F)cc1	/	0.0%	-2%	6%	i	/	-10%	/	/
CCOC(=O)c1sc(NC(=O)c2ccncc2)nc1C	-4%	0.3%	8%	7%	i	-1.4%	1%	-10%	-5.2%
CCNC(=O)[C@H]1O[C@@H](n2cnc3c(N)nc(NCCc4ccc(CCC(=O)O)cc4)nc32)[C@H](O)[C@@H]1O	-5%&-2%	0.8%	-3%	0%	i	/	3%	/	/
Cc1ccc(-c2ccc(C(=O)O)c(C)n2)cc1	6%	-0.4%	-1%	-5%	i	-1.4%	7%	-11%	-2.3%

Complete entries from above. Screens in order: Salmonella PhoP GFP | West Nile virus CPE | P. falciparum M1AAP | M17LAP inhibition | Yfh1-depleted yeast | ER stress rescue | Siah-1 displacement | PMI inhibition | XIAP antagonists
CCOC(=O)CN(C)S(=O)(=O)c1ccc(-c2cc(C(=O)OC)sc2C(F)(F)F)cc1 is listed as / | 0.0% | -2% | 6% | i | / | -10% | / | /
CCNC(=O)[C@H]1O[C@@H](n2cnc3c(N)nc(NCCc4ccc(CCC(=O)O)cc4)nc32)[C@H](O)[C@@H]1O is listed as -5%&-2% | 0.8% | -3% | 0% | i | / | 3% | / | /

Additional records follow.
SMILES	Salmonella PhoP GFP	West Nile virus CPE	P. falciparum M1AAP	M17LAP inhibition	Yfh1-depleted yeast	ER stress rescue	Siah-1 displacement	PMI inhibition	XIAP antagonists
COc1cc(OC)c(C(=O)N2CCCC2)cc1OC	-6%	0.8%	0%	-7%	i	1.3%	-2%	11%	-4.4%
Cc1cc[n+](Cc2ccc([N+](=O)[O-])cc2)cc1	-7%	-0.3%	6%	-4%	i	1.0%	2%	5%	-4.0%
O=C(COC(=O)C1(c2ccc(F)cc2)CCCC1)N1CCc2ccccc21	10%	-0.7%	13%	9%	i	1.9%	8%	7%	2.3%
CCOc1ccc(C(=O)OCC(=O)Nc2nc(OC)cc(OC)n2)cc1OCC	5%	0.5%	8%	0%	i	2.0%	1%	-2%	-19%
O=C(Nc1ccc(S(=O)(=O)N2CCN(c3ccccc3)CC2)cc1)c1cccs1	6%	-0.1%	-6%	-9%	i	0.5%	-3%	6%	-11%
Cc1nn(CCCC(=O)Nc2cc(Oc3ccccc3)cc([N+](=O)[O-])c2)c(C)c1[N+](=O)[O-]	-8%	?	2%	-11%	i	0.8%	2%	14%	2.6%
Oc1[nH]c2ccccc2c1N=Nc1nc2ccccc2s1	0%	/	12%	10%	/	-1.9%	-9%	1%	-2.5%
Cn1nc(-c2ccccc2)c(-c2nc(-c3ccc(Cl)cc3)no2)c1Cl	4%	2.7%	5%	-12%	i	-2.4%	2%	5%	-4.3%
CN(C)/C=C/C(=O)c1ccc(Oc2ccccc2)cc1	1%	0.1%	7%	12%	i	-2.9%	6%	-4%	-2.1%
CCc1ccccc1N1CN(Cc2cccnc2)CNC1=S	-8%	-0.4%	-2%	1%	i	/	-1%	/	/
Cc1cc(C(C)(C)C)ccc1OCCOCCN1CCCC1	4%	-1.7%	-2%	4%	i	-2.3%	12%	10%	-2.5%
CCOc1ccc(-n2cc(C(=O)NC(C)C)c3cc(OC)c(OC)cc3c2=O)cc1	-1%	1.6%	7%	15%	i	-1.4%	-1%	9%	-6.3%
COc1ccccc1C(=O)O/N=C(\N)c1ccccc1Cl	-9%	-0.6%	1%	-13%	i	-1.4%	-6%	-5%	-18%
C[C@H]1C=C(C(=O)NC2CC2)O[C@@H](OCc2ccc(CO)cc2)C1	1%	-0.5%	-3%	4%	i	/	14%	/	/
C=CCn1c(=NC(=O)c2ccc(S(=O)(=O)N3CCCC3)cc2)sc2cc(NC(C)=O)ccc21	3%	-1.0%	4%	10%	i	-1.0%	-2%	-6%	-2.8%
CC(=O)Nc1ccc(S(=O)(=O)NCC2CCC(C(=O)NCCC3=CCCCC3)CC2)cc1 (stereo unspecified)	3%	-1.0%	-4%	0%	i	-1.6%	-2%	-4%	-2.4%
COCCN1CN(S(=O)(=O)c2ccc(Cl)cc2)c2nc3ccccc3nc21	6%	-0.2%	6%	12%	i	-0.5%	1%	-54%	-22%
COc1ccc(-n2c(Cc3cccn3C)nnc2SCC(=O)N2CCCc3ccccc32)cc1	-5%	0.3%	8%	-1%	i	1.4%	0%	3%	-11%
COc1cccc(-c2nn(-c3ccccc3)cc2CN(C)Cc2c(C)nc3ccccn23)c1	4%	-0.8%	14%	3%	i	2.2%	-1%	21%	-4.7%
C/C(CCc1ccccc1)=N\NC(=O)CCc1ccccc1	-6%	0.3%	1%	-2%	i	-0.3%	2%	39%	-1.9%
CCOC(=O)CSC1=Nc2ccccc2C2=NC(CC(=O)NCc3cccs3)C(=O)N12 (stereo unspecified)	18%	-0.2%	11%	76%	i	-1.1%	4%	5%	-7.4%
NC(=S)N=Nc1c(O)n(Cc2ccccc2)c2ccccc12	-10%	-0.2%	19%	-8%	i	-2.3%	16%	-6%	2.1%
COc1ccccc1OCCOc1ccc(C(=O)c2ccccc2)cc1	1%	-0.5%	-2%	3%	i	-2.8%	0%	12%	-2.9%
CC(=O)c1ccc(OCC(=O)NCc2ccc(F)cc2)cc1	-1%	-0.7%	5%	3%	i	-2.2%	8%	-4%	-4.6%
O=C1OCCC1Sc1nnc(-c2ccccc2Cl)n1Cc1ccccc1 (stereo unspecified)	2%	0.4%	6%	2%	i	-3.1%	-3%	-8%	-32%
CC(OC(=O)Cc1coc2cc3c(cc12)CCC3)C(=O)NC(N)=O (stereo unspecified)	6%	0.0%	1%	-6%	i	-2.1%	-1%	0%	-3.7%
CC(=O)c1c(C)[nH]c(C(=O)N(C)C(c2ccccc2)c2ccccc2)c1C	8%	-0.4%	3%	-1%	i	2.8%	13%	14%	-18%
CC(C)C(=O)NC(C)C(c1cccs1)N1CCOCC1 (stereo unspecified)	0%	0.2%	1%	-1%	i	-2.5%	-2%	17%	-1.1%
N#Cc1c[nH]n2c(=O)c3c(nc12)CCCC3	-13%	/	-2%	9%	/	-0.3%	0%	-2%	-5.2%
Cc1c(CCOC(=O)c2cc([N+](=O)[O-])ccc2Cl)sc[n+]1CCCCS(=O)(=O)[O-]	1%	0.0%	-6%	-3%	i	1.7%	10%	4%	-3.4%
COc1ccc([N+](=O)[O-])cc1NC(=O)CC1SC(=Nc2cccc(C)c2C)N(/N=C(\C)c2ccc(C)cc2)C1=O (stereo unspecified)	5%	0.2%	4%	5%	i	2.0%	2%	4%	-2.4%
Cc1ccc(OCC(=O)N(C)Cc2ccccc2)c([N+](=O)[O-])n1	9%	-0.4%	2%	1%	i	-0.4%	7%	9%	-4.3%
NC(=O)CSc1nnc(C2CC2)n1Cc1ccccc1	0%	0.8%	3%	-8%	i	0.8%	3%	9%	0.9%
Cc1cc(C(=O)COC(=O)CN=C2NS(=O)(=O)c3ccccc32)c(C)n1CCc1ccc(Cl)cc1	-10%	-0.6%	12%	-10%	i	5.3%	2%	16%	-2.4%
CCOC(=O)c1nn(-c2cc(C(=O)OC)cc(C(=O)OC)c2)cc1O	-9%	0.0%	4%	4%	i	5.0%	3%	-1%	-6.9%
N#C/C(=C/c1ccc(Sc2nc3ccccc3[nH]2)o1)c1cccc(Br)c1	10%	?	8%	3%	i	4.8%	1%	15%	-2.5%
CC(C)CC(=O)NS(=O)(=O)c1ccc(NS(C)(=O)=O)cc1	5%	0.5%	5%	0%	i	1.3%	-1%	4%	0.5%
COCCNC(=O)C1CC2Cn3c(nc4cc(C)c(C)cc43)C2N1C (stereo unspecified)	-5%	-0.4%	4%	20%	i	/	1%	/	/
O=C(N/N=C/c1ccccc1OC(F)F)C1=COCCO1	6%	1.0%	1%	26%	i	0.4%	-2%	2%	-13%
Cc1cccc(C(=O)C2CCOC(C)(C)C2)c1 (stereo unspecified)	-11%	0.8%	-2%	-4%	i	/	5%	/	/
